From PubChem
MITF primary: blocks human microphthalmia-associated transcription factor; AlphaScreen MITF homodimerization, bead proximity signal; O75030; AID 1259374; actives 0.91% (n = 650,000); inhibition, % at 2.6 µM; in the data active means inhibition above about 50%;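 further: 0% = vehicle wells with protein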
Target sequence (O75030 whole entry, looked up): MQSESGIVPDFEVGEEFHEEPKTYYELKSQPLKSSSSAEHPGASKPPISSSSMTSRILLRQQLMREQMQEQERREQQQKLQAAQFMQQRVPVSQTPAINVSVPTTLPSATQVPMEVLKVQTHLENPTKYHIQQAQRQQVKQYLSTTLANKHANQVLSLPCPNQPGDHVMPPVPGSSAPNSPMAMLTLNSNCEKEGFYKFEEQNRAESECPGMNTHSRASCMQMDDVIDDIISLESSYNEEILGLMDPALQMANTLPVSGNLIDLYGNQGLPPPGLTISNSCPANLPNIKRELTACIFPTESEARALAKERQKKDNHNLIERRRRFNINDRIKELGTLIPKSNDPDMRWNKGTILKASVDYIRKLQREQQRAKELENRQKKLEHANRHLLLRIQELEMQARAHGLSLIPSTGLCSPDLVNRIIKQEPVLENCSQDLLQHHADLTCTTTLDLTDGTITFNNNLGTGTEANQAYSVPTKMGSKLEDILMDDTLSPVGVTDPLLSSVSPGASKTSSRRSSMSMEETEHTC
FBW7 activator: human FBW7 E3 ligase activation, primary screen. AID 1259310. actives 0.13% (n = 650,000). normalized activity (activation), % at 26.1 µM. AlphaScreen FBW7–phospho-cyclin E peptide binding, activator screen. Q969H0; in the data active means normalized activity above about 1.9%;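 further: purified mutant Fbw7 with reduced substrate affinity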
GPR151 ag: human GPR151 activation; activation, % at 11.2 µM; Q8TDV0; PathHunter beta-arrestin GPR151 cells, luminescence; actives 1% (n = 650,000); in the data active means activation above about 4.9%;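 further: 0% = median of compound wells and 100% = cells with positive control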
Target sequence (Q8TDV0 whole entry, looked up): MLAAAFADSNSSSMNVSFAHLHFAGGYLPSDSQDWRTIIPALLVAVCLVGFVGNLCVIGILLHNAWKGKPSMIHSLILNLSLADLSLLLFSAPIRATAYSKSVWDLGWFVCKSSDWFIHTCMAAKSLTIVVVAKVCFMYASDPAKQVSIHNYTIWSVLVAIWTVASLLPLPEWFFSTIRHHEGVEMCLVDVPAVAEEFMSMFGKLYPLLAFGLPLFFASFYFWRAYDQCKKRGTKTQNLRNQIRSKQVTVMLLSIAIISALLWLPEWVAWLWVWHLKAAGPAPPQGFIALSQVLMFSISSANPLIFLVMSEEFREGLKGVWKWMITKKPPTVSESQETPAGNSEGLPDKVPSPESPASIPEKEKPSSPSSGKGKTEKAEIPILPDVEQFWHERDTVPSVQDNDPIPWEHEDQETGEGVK
TEAD-YAP inh: TEAD-YAP interaction inhibition; HEK-TIYL cells, TEAD-Gal4/YAP UAS-luciferase luminescence; inhibition, % at 9.12 µM; actives 1.4% (n = 640,000); AID 1259422; in the data active means inhibition above about 32%;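 further: 0% = median of test compound wells and 100% = reference inhibitor wells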
An asterisk follows results filed as active; / = not tested or not shown.

SMILES	MITF primary	FBW7 activator	GPR151 ag	TEAD-YAP inh
CCCn1c(SCC(=O)Nc2nc(C)c(C(=O)OC)s2)nnc1C(C)C	6	0.0	-0.2	8
O=c1[nH]c(-c2ccc(OCc3cccc4ccccc34)cc2)nc2sc3c(c12)CCCC3	13	-0.1	0.2	-1
CCOC(=O)C1(CO)NC(c2ccc(OC)cc2OC)C2C(=O)N(CC)C(=O)C21 (centres undefined)	10	-0.1	0.0	1
Cc1cc(C)cc(N(CC(=O)NCc2ccncc2)S(C)(=O)=O)c1	-160	0.1	-0.8	-1
Cc1cccc2c1[nH]c1nc(N/N=C\c3ccc(O)cc3)nnc12	9	0.0	2.9	-17
CC1(c2ccccc2)CC(C)(C)N(C(=O)c2sc3ccccc3c2Cl)c2ccccc21 (centres undefined)	-4	0.0	1.5	1
C=CCc1ccc(OCCOc2cccc(/C=C3\C(=N)N4N=C(C)SC4=NC3=O)c2)c(OC)c1	10	0.2	1.1	-5
CC1=C(C(N)=O)C(c2cccnc2)n2nc(-c3ccc(Cl)cc3)nc2N1 (centres undefined)	12	0.3	0.9	11
CCOC(=O)c1cnc2ccc(Br)cc2c1NCc1cccnc1	-11	0.5	-2.5	0
COC(=O)c1ccc2c(=O)n3nc(Nc4cc(OC)ccc4OC)sc3nc2c1	-2	-0.3	0.6	-4
COCCNc1cc(C)nc2ncnn12	6	-0.2	-0.8	-4
COc1ccccc1N1C(=O)CC(Sc2ccccc2C(=O)O)C1=O (centres undefined)	13	0.0	-2.4	0
FC(F)(F)c1ccc(Cn2cnc3c(NC4CC4)nc(NCc4ccc5c(c4)OCO5)nc32)cc1	-1	0.0	1.6	20
O=c1[nH]c(=O)c2sc3nc(-c4ccncc4)cc(C(F)(F)F)c3c2[nH]1	2	0.2	6.3*	2
O=C(NNC(=O)c1ccc(Cl)cc1Cl)C(=O)N1CCCC1	-8	-0.1	-0.1	-43
CCN1C(=O)CC(CC(=O)N(C)Cc2ccccc2)(c2ccccc2C)C1=O (centres undefined)	-2	0.5	1.6	-5
COc1ccc(Cn2c(SCC(=O)Nc3ccccc3OC)nc3ccsc3c2=O)cc1	17	0.2	-0.1	-6
COc1ccc2c(c1)CC/C2=N\OC(=O)c1cccc(C)c1	-13	-0.1	-0.1	-11
CCOC(=O)C1=C(C)N=c2s/c(=C/c3ccc(-c4ccccc4C#N)o3)c(=O)n2C1c1ccc(OC)c(OC)c1 (centres undefined)	4	0.2	-1.2	-2
O=S(=O)(c1ccc(Cl)cc1)N1CCN(C2Cc3ccccc3C2)CC1	4	-0.1	-0.3	-2

One compound at a time, from the list above. Screens in order: MITF primary	FBW7 activator	GPR151 ag	TEAD-YAP inh
`COc1ccccc1N1C(=O)CC(Sc2ccccc2C(=O)O)C1=O` (centres undefined) reads 13	0.0	-2.4	0
`COc1ccc2c(c1)CC/C2=N\OC(=O)c1cccc(C)c1` reads -13	-0.1	-0.1	-11
`CCN1C(=O)CC(CC(=O)N(C)Cc2ccccc2)(c2ccccc2C)C1=O` (centres undefined) reads -2	0.5	1.6	-5

(further entries)
SMILES	MITF primary	FBW7 activator	GPR151 ag	TEAD-YAP inh
COc1ccc(OCC(O)Cn2c(N3CCN(C)CC3)nc3c2c(=O)n(C)c(=O)n3C)cc1 (centres undefined)	8	0.2	-0.5	6
Cc1ncoc1C(=O)N1CCCC(C(=O)Nc2ccc(-c3cscn3)cc2)C1 (centres undefined)	1	0.1	-1.7	6
C/C(=N/NC(=O)c1ccco1)c1ccc(-c2ccccc2)cc1	8	1.7	-2.7	-46
COc1ccccc1C1=N/C(=C\c2ccc(C)cc2)C(=O)O1	2	-0.1	-0.1	-6
CCN(CC)C(=O)C1CCCN(c2nc(Nc3ccc(Oc4ccccc4)cc3)c3ncn(Cc4ccc(C(F)(F)F)cc4)c3n2)C1 (centres undefined)	-1	-0.2	0.6	2
C=CCN1CCc2c(cc(O)c(O)c2Br)[C@@H](c2ccccc2)C1	-1	-0.3	0.6	-13
CCN1C(=O)[C@H]2[C@H]3[C@H](O)[C@H](O)C/C(=N\NC(=O)OCc4ccccc4)[C@@H]3CC[C@H]2C1=O	9	-0.1	5.0*	/
COc1cc(/C=N/NC(=O)CNc2ccccc2C)cc(OC)c1O	4	0.0	1.3	2
Clc1ccc(CNc2nc(N3CCOCC3)nc(N3CCOCC3)n2)cc1	4	-0.1	3.5	-4
Cc1cc(C)cc(N=C2NC(=O)/C(=C/c3cc(Cl)cc(Br)c3O)S2)c1	6	-0.5	-1.0	1

Another view of part of the listing above.
SMILES | MITF primary | FBW7 activator | GPR151 ag | TEAD-YAP inh
C=CCc1ccc(OCCOc2cccc(/C=C3\C(=N)N4N=C(C)SC4=NC3=O)c2)c(OC)c1 | 10 | 0.2 | 1.1 | -5
Cc1cccc2c1[nH]c1nc(N/N=C\c3ccc(O)cc3)nnc12 | 9 | 0.0 | 2.9 | -17
CCOC(=O)C1(CO)NC(c2ccc(OC)cc2OC)C2C(=O)N(CC)C(=O)C21 (centres undefined) | 10 | -0.1 | 0.0 | 1
COc1ccccc1N1C(=O)CC(Sc2ccccc2C(=O)O)C1=O (centres undefined) | 13 | 0.0 | -2.4 | 0

Further structures:
SMILES	MITF primary	FBW7 activator	GPR151 ag	TEAD-YAP inh
Cc1ccc(C2C(=O)N(C3CCC(C)CC3)CC(=O)N2Cc2ccc(F)cc2)cc1 (centres undefined)	2	0.1	-1.7	13
COc1cc(-c2nc3s/c(=C\c4ccco4)c(=O)n3n2)cc(OC)c1OC	18	-0.1	0.3	-6
COc1ccc(-n2nnnc2SCC(=O)Nc2ccc(F)c(F)c2)cc1	-2	-0.1	-0.6	-7
CCOc1ccc(NC(=O)c2sc3ncnc(N(C)c4ccccc4)c3c2C)cc1	-5	-0.1	1.0	4
CCCCNC(=S)Nc1cccc(C(C)=O)c1	17	0.1	-1.6	6
COc1ccc(Br)c(C(=O)Nc2cc(C(=O)NCc3ccco3)ccc2N2CC3CC(C2)c2cccc(=O)n2C3)c1 (centres undefined)	-6	0.1	0.1	5
COc1ccc(S(=O)(=O)NCCc2ccccc2)c2cccnc12	2	-0.1	0.6	-7
O=C(c1ccc(N2CCN(C(=O)c3ccc(F)cc3F)CC2)cc1)c1cccc(F)c1	-9	0.0	0.3	11
COc1cc(C2NC(=O)NC3=C2C(=O)N(CCN2CCCC2)C3)ccc1O (centres undefined)	-8	-0.2	-0.2	-9
COC(=O)c1ccc(CN2CCN(c3ccc(OC)cc3)CC2)cc1	22	0.0	-0.4	9
CCc1cccc(NC(=O)CN(C)S(=O)(=O)c2ccc3c(c2)C(C)(C)C(=O)N3C)c1	17	-0.3	2.1	14
CC(=O)c1cccc(-c2cc(N)ncn2)c1	4	0.3	-0.3	-2
NS(=O)(=O)c1ccc(NC(=O)CSc2nc(-c3ccccc3)c(-c3ccccc3)o2)cc1	-4	0.0	-0.5	14
c1ccc2c(c1)COC(CCN1CCN(CCC3OCc4ccccc4CO3)CC1)OC2	2	0.2	-0.3	-5
O=c1[nH]cnc2cccc(Cl)c12	10	0.1	-1.0	16
CC(C)Cn1cc(-c2ccc(Nc3nccc(-c4cncc(N5CCOCC5)c4)n3)cc2)cn1	11	-0.1	1.3	28
COC(=O)c1c(OCCc2ccsc2)cc(=O)n2c1CCN(C(=O)CC(C)C)CC2	-10	0.0	-0.1	5
Clc1ccc(CN2CCc3nc(-c4ccccn4)nc(N4CCOCC4)c3C2)s1	16	-0.6	5.1*	-1
CN(C)c1cccc(Nc2ncc(C(=O)NC3CC3)s2)c1	1	-0.2	0.1	-21
O=C(COc1ccc(C(=O)c2ccccc2)cc1)OCC(=O)N1CCc2ccccc21	5	0.2	-0.5	2
O=c1c2cc(F)ccc2[nH]c(=S)n1Cc1ccccc1Cl	3	0.3	2.8	-4
CNS(=O)(=O)c1cccc(C(=O)OCc2cc(C(C)=O)ccc2OC)c1	-2	0.0	5.0*	-9
C=C1C2(C(=O)NCCc3ccc(OC)c(OC)c3)CCC(C2)C1(C)C (centres undefined)	6	0.2	0.7	2
OC1CCC(Nc2nc(NCCN3CCOCC3)c3ncn(Cc4ccc(C(F)(F)F)cc4)c3n2)CC1 (centres undefined)	1	0.2	0.0	-2
C[C@@H]1CN(Cc2ccc3c(c2)CN(C(=O)c2cccc(-n4cccn4)c2)CCO3)C[C@H](C)O1	15	0.6	-1.3	-9
COCCCNc1cccc(Nc2cc(C)nn2-c2ccc(Cl)cc2)n1	-18	0.3	2.3	27
Cc1ccc(NC(=O)Cc2noc3ccccc23)cc1F	-6	-0.1	0.3	-61
Cc1ccc(C(=O)N/C(=C\c2ccc3c(c2)OCO3)C(=O)Nc2ccc(C(=O)O)cc2)cc1	7	0.0	-1.0	6
CCOC(=O)/C(C#N)=C/c1ccc(NC(=O)/C=C/c2ccc([N+](=O)[O-])cc2)cc1	12	-0.1	1.3	-1
O=C(Nc1ccccn1)c1ccc(NC(=O)C2COc3ccccc3O2)cc1 (centres undefined)	9	0.0	-4.4	-34
CCOC(=O)Cn1c(=O)oc2cc(S(=O)(=O)Nc3ccc(C)cc3C)ccc21	-22	0.3	0.0	11
COc1cc(C2C(C#N)=C(C)NC3=C2C(=O)CC(c2ccccc2)C3)ccc1OCc1ccccc1 (centres undefined)	13	1.4	-1.2	22
O=C(Nc1ccccc1C(=O)c1ccccc1)c1ccc([N+](=O)[O-])cc1	24	-0.2	0.5	-3
COc1ccc(C(=O)N/C(=C\c2cc(Br)c(OC(C)=O)c(OC)c2)C(=O)N2CC3CC(C2)c2cccc(=O)n2C3)cc1 (centres undefined)	-4	0.1	0.7	1
CC(O)CN(Cc1c(Cl)cccc1Cl)CC(C)O (centres undefined)	36	0.0	-0.8	11
O=c1/c(=C\c2ccc(F)cc2)sc2n1CCCN=2	-11	0.0	-0.2	-60
CCN(CC)C(=O)CSc1nc2ccccc2n1C(=O)OC	5	0.0	0.8	-3
CC1(C)Cc2c(sc3nc(-c4ccccc4)[nH]c(=O)c23)CO1	-9	0.0	0.2	-4
COC(=O)[C@H]1CN(C(=O)c2cnn3cccnc23)C[C@@H]1c1ccc(F)cc1	-2	0.0	-0.2	2
O=C(O)C1CCCN1S(=O)(=O)c1ccc(Cl)cc1 (centres undefined)	-8	0.6	0.5	7
O=C(O)CCC(=O)Nc1ccccc1C#Cc1ccccc1	10	-0.1	-1.0	-4
CC(=O)CCc1oc2ccccc2c1-c1ccccc1	2	0.3	-0.3	14
CC(=O)c1ccc(NC(=O)CSc2ncnc3c2nnn3-c2ccc(C)cc2)cc1	7	1.3	0.1	10
Cc1cc(NC2CCN(Cc3ccccc3)CC2)nc(NCc2ccc3c(c2)OCO3)n1	-12	-0.3	-0.6	-5
CC(=O)Nc1ccc(-c2nc3c(C)cc(NC(C)=O)cc3[nH]2)cc1	-12	-0.1	0.7	-5
COc1ccc(-c2cn3c(CCC(=O)Nc4ccc(N(C)C)cc4)csc3n2)cc1	20	-0.8	-1.6	-39
Clc1ccc(-c2nnc(CSc3ncnc4sccc34)o2)cc1	-9	0.0	0.4	-7
COC(=O)c1ccc(OCC2c3cc(OC)c(OC)cc3CCN2C(=O)C23CC4CC(CC(C4)C2)C3)cc1 (centres undefined)	6	-0.1	0.6	-4
CCOC(=O)C1C(=O)NC(SC)=C(C#N)C1c1ccccc1I (centres undefined)	12	0.0	1.1	-4
O=C(NCCN1CCN(c2nc3ccccc3s2)CC1)c1ccc(Br)s1	4	0.8	-1.2	-13

Additional structures:
SMILES	MITF primary	FBW7 activator	GPR151 ag	TEAD-YAP inh
CCN(CC)CCN1CCN(c2ccnc3c(-c4ccccc4)cnn23)CC1	-14	-0.3	-0.4	-33
CCC[C@@H]1NC(=O)[C@@H]2C[C@H](NC(=O)c3ccc(CC)cc3)CN2C1=O	13	0.7	-0.9	8
CCOc1ccc(NC(=O)C2C3C=CC(C3)C2C(=O)Nc2ccc(OCC)cc2)cc1 (centres undefined)	0	-0.1	-0.4	-7
O=C(NCCc1nc(-c2cccnc2)n[nH]1)c1cccc2cccnc12	7	-0.1	0.9	2
CN(/N=C/c1ccc(-c2ccc([N+](=O)[O-])cc2)o1)C1=NS(=O)(=O)c2ccccc21	18	-0.1	-0.5	1
O=C(Nc1ccc2nn(-c3ccc(Cl)cc3)nc2c1)c1ccc(Cl)c([N+](=O)[O-])c1	-8	0.1	1.8	-7
O=C(Cc1ccccc1)Nc1cc(-c2nc3ncccc3o2)ccc1Cl	-6	0.0	1.0	-1
CCN(CC)c1ccc(NC(=O)Cn2nc(C)n3cccc3c2=O)c(C)c1	6	0.0	-0.9	8
CCCCCCCC(=O)Nc1ccc(C(=O)OCCCC)cc1	0	0.2	-0.5	0
CCOc1cc(C(=O)N2CCCc3ccccc32)cc(OCC)c1OCC	8	0.1	1.2	5
O=c1[nH]c(-c2ccccn2)nc2scc(-c3ccccc3)c12	-243	0.1	0.6	-44
O=C(NC(=S)Nc1ccccc1[N+](=O)[O-])c1cccc(F)c1	15	0.6	-1.1	-45
CCOC(=O)C1CCCN(C(=O)c2sc3ncn(CC(=O)Nc4cccc(C(F)(F)F)c4)c(=O)c3c2C)C1 (centres undefined)	12	0.3	-0.8	-4
CC1CN(C)C(C)C/C1=N/Oc1ccccc1[N+](=O)[O-] (centres undefined)	19	-0.1	-1.0	-7
COc1ccc(CC(=O)N2CCN(c3ccccc3F)CC2)cc1	-7	0.1	0.8	-4
CCOc1ccc(OCC)c(NC(=O)CSc2nnc(C)s2)c1	-1	0.0	0.5	2
Cc1cccc(-n2ncc3c(NCC4CCCO4)ncnc32)c1 (centres undefined)	-5	-0.2	0.1	-6
